# Bioassay records (PubChem)
# USP2a block: inhibitors of human ubiquitin-specific protease USP2a | USP2 core, Ub-CHOP2 coupled fluorogenic reporter, 485/531 | hit rate 0.01% among 330,000 | AID 463254 | Potency, µM (doses to about 38.3 µM), inactives show at the highest dose activity change, negative = inhibition, hits mostly inhibitors;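 also: potency is read from the fitted curve at half-maximal effect; plate controls were DMSO wells for no effect and full inhibition by NEM control for full effect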
# Target sequence (O75604 whole entry, looked up): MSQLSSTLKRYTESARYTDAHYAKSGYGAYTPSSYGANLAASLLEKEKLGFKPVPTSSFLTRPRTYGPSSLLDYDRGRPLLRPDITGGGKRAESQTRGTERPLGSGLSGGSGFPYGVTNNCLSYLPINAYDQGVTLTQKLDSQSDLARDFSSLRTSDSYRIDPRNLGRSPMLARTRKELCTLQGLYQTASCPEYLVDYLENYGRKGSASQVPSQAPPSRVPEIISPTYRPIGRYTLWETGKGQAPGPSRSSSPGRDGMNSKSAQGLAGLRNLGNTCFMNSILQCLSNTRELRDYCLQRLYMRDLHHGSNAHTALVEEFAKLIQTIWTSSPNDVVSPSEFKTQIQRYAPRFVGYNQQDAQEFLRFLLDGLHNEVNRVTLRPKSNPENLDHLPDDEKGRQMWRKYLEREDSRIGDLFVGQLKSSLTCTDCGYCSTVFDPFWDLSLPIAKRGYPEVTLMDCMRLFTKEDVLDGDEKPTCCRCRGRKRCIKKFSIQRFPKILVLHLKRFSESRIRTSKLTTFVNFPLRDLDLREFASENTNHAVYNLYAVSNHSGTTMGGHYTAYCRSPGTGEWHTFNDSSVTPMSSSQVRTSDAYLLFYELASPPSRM
#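 Deubiquitinase activity read as fluorescence (485/531 nm) after Ub-CHOP2 cleavage activates the enterokinase reporter on its substrate; USP2 core 10nM, Ub-CHOP2 and substrate 25nM each, 30min compound preincubation then 60min RT; data normalized to NEM, curves fitted.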
# Eya2 phos inh: blocks the phosphatase activity of human Eya2. O00167. recombinant Eya2, OMFP fluorescence dephosphorylation (OMFP is methylfluorescein phosphate). Potency, µM (series often up to 76.9 µM), inactives show at the top dose activity, negative = inhibition, actives largely listed as inhibitors. hit rate 0.006% among 330,000; also: potency is read from the fitted curve at half-maximal effect; % is scaled to controls: 0 for no effect and ±100 for the full control effect
# Target sequence (O00167 whole entry, looked up): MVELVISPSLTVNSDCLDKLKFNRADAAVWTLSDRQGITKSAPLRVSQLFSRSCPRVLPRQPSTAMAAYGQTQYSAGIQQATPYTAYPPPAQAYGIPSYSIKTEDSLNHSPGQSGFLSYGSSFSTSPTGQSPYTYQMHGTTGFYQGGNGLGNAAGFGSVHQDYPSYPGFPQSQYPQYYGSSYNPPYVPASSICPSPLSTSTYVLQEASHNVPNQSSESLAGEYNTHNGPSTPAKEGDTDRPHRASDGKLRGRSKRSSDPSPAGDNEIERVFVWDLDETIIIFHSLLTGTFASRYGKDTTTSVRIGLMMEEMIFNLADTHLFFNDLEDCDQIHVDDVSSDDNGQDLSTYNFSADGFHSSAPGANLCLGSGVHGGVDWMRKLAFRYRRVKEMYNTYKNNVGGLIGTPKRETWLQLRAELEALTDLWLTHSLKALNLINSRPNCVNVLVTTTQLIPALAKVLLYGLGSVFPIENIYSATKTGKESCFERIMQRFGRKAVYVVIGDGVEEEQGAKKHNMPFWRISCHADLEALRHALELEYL
#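 Eya2 (0.2 uM) preincubated 10 min at ambient with compound, then OMFP substrate added at 50 uM; 10 min reaction in 50 mM HEPES pH 7.5, 50 mM NaCl, 5 uM MgCl2, 0.05% BSA, 1 mM DTT. Fluorescence read at Ex 485/Em 525 nm.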
# ELG1 repair inh: inhibitors of ELG1-dependent DNA repair in HEK293T cells. AID 504467. HEK293T ELG1-luciferase reporter, luminescence, 16 h; DNA damage induced by 5-fluorouridine. hit rate 2.3% among 330,000. Potency, µM (series often up to 46.1 µM), for the others: top-dose activity change, negative = inhibition, hits mostly inhibitors; also: potency is read from the fitted curve at half-maximal effect; % is scaled to controls: 0 for no effect and ±100 for the full control effect; nearly all actives have a fitted effect of over 55% in size
#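 Quantitative HTS, concentration-response format. 2,000 cells/well co-treated with 5-fluorouridine and compound, 16 hr in 5% CO2 at 37 °C; ONE-Glo luminescence read after 30 min.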
# TSHR antag: human thyrotropin receptor antagonism. activity change, negative = inhibition, % at 11.5 µM. hit rate 0.2% among 330,000. P16473. TSHR-expressing cells, TSH-stimulated cAMP HTRF, 2 h; hits give low values;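 active = activity change below a set negative limit, meaning inhibition stronger than a set level, cut at about -70% in these data; inconclusive = activity change between two set negative limits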; also: % is scaled to controls: 0 for no effect and ±100 for the full control effect
#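 Antagonism was scored as loss of TSH-driven cAMP in TSHR cells, stimulated with 4nM TSH (EC80) for 2 hours at 37 deg C and detected by homogeneous HTRF competition immunoassay.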
# A-T KAP1 phos: potential ataxia-telangiectasia treatments restoring KAP-1 phosphorylation; hit rate 0.19% among 320,000; AID 485349; […] A-T fibroblasts, KAP-1 phosphorylation AlphaLISA; neocarzinostatin DNA damage 30 min before lysis; Potency, µM (doses to about 57.5 µM), for the others: top-dose activation, hits mostly activators; also: potency is read from the fitted curve at half-maximal effect; % of control where 0% means no effect; nearly all actives have a fitted effect of over 45% in size
#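 ATM-like activity read as KAP-1 phosphorylation via AlphaLISA donor/acceptor antibody pairs after lysis and 6 hr at 25C. Cells were ATM-null patient fibroblasts ([…], hTERT), dosed 60 min, then exposed to the DSB inducer NCS for 30 min.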
# KCNH2 3.1 block: KCNH2 3.1 (human) potassium channel inhibition | U2OS KCNH2 3.1, thallium flux FluxOr; hits give low values | activity change, % (tested at about 1.8 µM) | hit rate 0.95% among 340,000 | AID 720553;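 active = maximum activity change below -70%; inconclusive = maximum activity change from -70% to -50%; inactive = maximum activity change above -50%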;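 also: thallium influx rate constant from kinetic fluorescence after stimulation buffer; % is scaled to controls: 0 for no effect and ±100 for the full control effect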
#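 Thallium flux via FluxOr fluorescence (Red40 quencher, 45 min loading) in U2OS cells virally expressing the KCNH2 3.1 isoform (1.77 x 10^8 /mL virus, overnight at 37 C). Rate constants from 2-min kinetic reads post-stimulation, normalised to positive and negative controls.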
# Mito fusion yeast: inhibitors of mitochondrial division or activators of mitochondrial fusion; Potency, µM (top dose mostly 46.1 µM), for the others: at the highest dose growth rescue (activation), most hits filed as activators; AID 485298; S. cerevisiae fusion-defective mutant growth rescue, CellTiterGlo 48 h; hit rate 0.23% among 320,000;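 also: potency is read from the fitted curve at half-maximal effect; % of control where 0% means no effect; nearly all actives have a fitted effect of over 45% in size; temperature-sensitive fusion mutants such as fzo1-1 at 37 °C on non-fermentable ethanol glycerol medium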
#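 Growth-rescue viability read-out: after 48 h at the non-permissive 37C in glycerol/ethanol YPEG, yeast mitochondrial fusion mutants are measured by CellTiterGlo luminescence; compounds (23 nl pinned per well) restoring growth score as division inhibitors or fusion activators.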
# TCR act: T cell receptor activation; primary human leukocytes, anti-CD3, IL-2 HTRF, 48 h; AID 504894; 330,000 tested, under 10 active; Potency, µM (series often up to 9.22 µM), for the others: top-dose activation of IL-2 secretion, hits mostly activators; also: % of control where 0% means no effect
#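 TCR engagement came from a-CD3 beads alone, with compounds added to primary human leukocytes for 48 hr. Secreted IL-2 bridged europium cryptate- and d2-labelled anti-IL-2 antibodies, giving FRET emission at 665nm after 320nm excitation.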
# KCNH2 WT inh: inhibitors of human wildtype KCNH2 potassium channel. Q12809. U2OS, BacMam KCNH2, thallium flux FluxOr; hits give low values. activity change, % at 1.84 µM. hit rate 0.37% among 340,000;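 active = maximum activity change below -70%; inconclusive = maximum activity change between -70% and -50%; inactive = maximum activity change above -50%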; also: % is scaled to controls: 0 for no effect and ±100 for the full control effect
#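 U2OS cells were transduced with wild-type KCNH2 virus (2.03 x 10^8 / mL) for 4 h at room temperature, then cultured overnight at 37 C. Thallium flux was read with FluxOr dye. Rate constants were normalized to DMSO controls.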
# TRPV1 ag: human TRPV1 agonism. Q8NER1. TRPV1-expressing cells, Fluo-8 calcium influx, agonist mode. activation, % at 8.33 µM. hit rate 0.19% among 320,000. AID 540275; in the data active = activation above about 80%; inconclusive = between about 30% and that limit; also: 0% is about no effect
#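 Cells expressing TRPV1 were dye-loaded with Fluo-8 and read kinetically: 10 s baseline, 3 min after compound (agonist portion), then 2 min after EC20 capsaicin (allosteric enhancer portion). Calcium-bound dye fluorescence at 480/520 nm.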
# * = called active by the depositor; i = inactive; ? = inconclusive; · = not tested or not shown; [ ] = remark or other dose. Unless noted, calls follow the shape of the dose curve; as a rule, active = well fitted curve in the direction sought with a large enough effect; inconclusive = small, poorly fitted or top-dose-only effect, or another doubt; inactive = no such curve, though single readings can be large; an effect the other way counts as inactive or inconclusive. An excerpt; rates above refer to the full screens.
No.	SMILES	USP2a block	Eya2 phos inh	ELG1 repair inh	TSHR antag	A-T KAP1 phos
1	CCOC(=O)c1cnc2c(C(F)(F)F)cccc2c1NCCCN1CCOCC1	3%	2%	-18%	1	-12%
2	COc1cccc(N2C(=O)C3CCCN3C2c2ccc(F)cc2)c1 (configuration not stated)	-18%	26%	?	33	5%
3	CCCN(C(=O)CCCSc1nc2ccccc2[nH]1)c1c(N)n(Cc2ccccc2)c(=O)[nH]c1=O	-3%	-3%	6%	17	-10%
4	CCOC(=O)[C@@H]1[C@H]2COc3ccc(Br)cc3[C@H]2N2C(=O)N(c3cccc(Cl)c3)C(=O)[C@]12C	-1%	-9%	11%	25	0%
5	CC(C)(C)NC(=O)C1Cc2ccccc2CN1C(=O)Nc1cccc(Cl)c1 (configuration not stated)	-1%	5%	0%	4	-6%
6	Cc1ccccc1C(=O)OC1OC(=O)C(Cl)=C1N1CCOCC1 (configuration not stated)	2%	-1%	3%	40	3%
7	CC(=O)c1ccc(OCC(=O)Nc2ccc3c(c2)CCC3)cc1	3%	2%	14%	-14	-1%
8	O=C(CCC(=O)Nc1ccc(Br)cc1)N/N=C/c1cc([N+](=O)[O-])ccc1O	4%	10%	9.2µM*	5	-5%

No.	KCNH2 3.1 block	Mito fusion yeast	TCR act	KCNH2 WT inh	TRPV1 ag
1	34	-3%	-1%	8	?
2	-11	4%	-6%	3	-6
3	2	-9%	-4%	7	0
4	-22	-22%	0%	-7	0
5	-4	8%	-7%	8	9
6	-2	7%	-5%	-3	5
7	-3	2%	-4%	3	15
8	18	2%	-5%	i	0

# Excerpt: compounds 5 to 8
No.	SMILES	USP2a block	Eya2 phos inh	ELG1 repair inh	TSHR antag	A-T KAP1 phos
5	CC(C)(C)NC(=O)C1Cc2ccccc2CN1C(=O)Nc1cccc(Cl)c1 (configuration not stated)	-1%	5%	0%	4	-6%
6	Cc1ccccc1C(=O)OC1OC(=O)C(Cl)=C1N1CCOCC1 (configuration not stated)	2%	-1%	3%	40	3%
7	CC(=O)c1ccc(OCC(=O)Nc2ccc3c(c2)CCC3)cc1	3%	2%	14%	-14	-1%
8	O=C(CCC(=O)Nc1ccc(Br)cc1)N/N=C/c1cc([N+](=O)[O-])ccc1O	4%	10%	9.2µM*	5	-5%

No.	KCNH2 3.1 block	Mito fusion yeast	TCR act	KCNH2 WT inh	TRPV1 ag
5	-4	8%	-7%	8	9
6	-2	7%	-5%	-3	5
7	-3	2%	-4%	3	15
8	18	2%	-5%	i	0

# More compounds follow:
No.	SMILES	USP2a block	Eya2 phos inh	ELG1 repair inh	TSHR antag	A-T KAP1 phos
9	CCN(CC)S(=O)(=O)c1ccc(OC)c(NC(=O)c2cc3c(=O)n4ccccc4nc3s2)c1	6%	-1%	23%	6	0%
10	COc1ccc2oc(-c3ccccc3[N+](=O)[O-])cc(=O)c2c1	1%	6%	?	-1	-5%
11	COc1ccc(-n2c(C(C)n3nc(C)c([N+](=O)[O-])c3C)n[nH]c2=S)cc1 (configuration not stated)	2%	-1%	?	13	-1%
12	C/C(N)=C(/C#N)C(=O)CSc1nc2scc(-c3ccccc3)c2c(=O)n1C	-1%	0%	?	-13	-14%
13	CC(C)(C)OC(=O)N[C@@H](C(=O)OC(C)(C)C)c1ccc(Br)cc1	-1%	-18%	?	23	18%
14	Cc1ccc(F)cc1NC(=O)N1CCCN(C(=O)OC(C)(C)C)CC1	-1%	5%	3%	-4	0%
15	CCOC(=O)CCCNC(=O)COC(=O)c1cccc(F)c1	0%	2%	-7%	2	-1%
16	Cc1nn(Cc2ccccc2)c(Cl)c1/C=C/C(=O)OCC(=O)N1CCCC1=O	0%	21%	-3%	-7	2%

No.	KCNH2 3.1 block	Mito fusion yeast	TCR act	KCNH2 WT inh	TRPV1 ag
9	11	-5%	2%[46.1 µM]	8	-8
10	-7	-5%	4%	-1	22
11	0	-1%	-3%[46.1 µM]	-2	-1
12	3	28%	4%	0	7
13	-14	3%	1%	2	?
14	3	-2%	12%	-5	1
15	7	6%	-1%	4	-1
16	25	-3%	-1%	1	5

# (next part)
No.	SMILES	USP2a block	Eya2 phos inh	ELG1 repair inh	TSHR antag	A-T KAP1 phos
17	COc1ccc(/C=C/C(=O)Nc2cc(C)on2)cc1	1%	-3%	?	17	5%
18	CCOc1ccccc1NC(=O)c1cccc(NC(=O)C(C)C)c1	0%	-4%	?	-1	1%
19	CCc1nnc2n1N=C(c1ccccc1)CS2	4%	-12%	3%	5	-7%
20	COc1ccc(NC(=O)c2ccc(-c3ccccc3)cc2)cc1NS(=O)(=O)c1ccc(F)cc1	3%	-10%	?	?	-2%
21	COc1ccc(C(=O)COC(=O)c2ccn(C)n2)cc1	2%	24%	?	0	7%
22	COC(=O)c1sccc1NC(=O)CSc1ccccc1NC(=O)CNC(C)C	0%	-17%	-3%	-2	-3%
23	CC(=O)c1ccc(NC(=O)CCc2nnc3ccc(NCc4ccco4)nn23)cc1	-3%	-3%	?	7	-14%
24	CCC1CCc2sc(C(=O)N(C)CC(=O)Nc3cccc(OC)c3)cc2C1 (configuration not stated)	-1%	-10%	-22%	-7	-2%

No.	KCNH2 3.1 block	Mito fusion yeast	TCR act	KCNH2 WT inh	TRPV1 ag
17	-5	-2%	0%[46.1 µM]	2	-2
18	5	0%	-10%	1	8
19	-6	3%	0%	4	-2
20	-77*	-1%	0%	-2	0
21	-5	5%	-1%	-6	1
22	-5	-5%	0%	1	8
23	2	-5%	-1%	14	2
24	1	9%	-4%	2	12

# Other entries
No.	SMILES	USP2a block	Eya2 phos inh	ELG1 repair inh	TSHR antag	A-T KAP1 phos
25	CC(C)C(C(=O)NCC1CCCO1)N(C(=O)CNS(=O)(=O)c1ccc(F)cc1)c1ccccc1 (configuration not stated)	-1%	-17%	16%	·	15%
26	COc1ccc(Nc2nnc(SCc3cn4c(C)cccc4n3)s2)cc1	4%	7%	-21%	-9	-4%
27	O=C(OCN1C(=O)c2ccccc2C1=O)c1ccc(Cl)nc1	2%	6%	-3%	-1	-6%
28	COc1cc(NC(=O)c2ccc(Br)cc2)ccc1NC(=O)c1cc2ccccc2o1	2%	2%	2%	-7	8%
29	Cc1cc(C)nc(NC(=O)c2ccc(Cl)cc2[N+](=O)[O-])c1	-3%	-1%	2%	9	-9%
30	S=C(Nc1ccccc1Cl)NC1CCC(NC(=S)Nc2ccccc2Cl)CC1 (configuration not stated)	0%	8%	5%	3	2%
31	CCC(C(=O)OCC(=O)c1ccc(OC)cc1OC)c1ccccc1 (configuration not stated)	1%	0%	?	-10	1%
32	COc1ccc(CN2CCNC(=O)C2CC(=O)N(C)Cc2ccon2)c(OC)c1 (configuration not stated)	-1%	8%	12%	-3	2%

No.	KCNH2 3.1 block	Mito fusion yeast	TCR act	KCNH2 WT inh	TRPV1 ag
25	-6	8%	1%	-1	4
26	?	5%	-2%[46.1 µM]	17	-2
27	?	0%	-1%	-23	1
28	9	6%	3%	3	2
29	6	6%	5%[46.1 µM]	-1	23
30	?	3%	6%	-1	-1
31	8	9%	-2%	0	5
32	-10	-1%	-4%	3	3

# The list goes on.
No.	SMILES	USP2a block	Eya2 phos inh	ELG1 repair inh	TSHR antag	A-T KAP1 phos
33	O=C(CSCc1ccccc1)Nc1ccc(Cl)cn1	-1%	-9%	?	-10	3%
34	Cc1nc(-c2ccc(S(=O)(=O)Nc3ccccc3C)cc2)co1	-2%	-22%	3%	23	5%
35	COc1ccc2sc(/C=C/c3ccccc3O)[n+](C)c2c1	10%	3%	0%	-11	-1%
36	O=C(Nc1c2n(c(=S)n(-c3ccccc3)c1=O)CCCCC2)c1ccccc1	-1%	1%	17%	23	-3%
37	O=C(NCc1ccccc1Cl)C1CCN(S(=O)(=O)c2ccc(F)cc2)CC1	2%	-1%	4%	-7	-1%[11.5 µM]
38	Cc1ccc2nc(-c3cccc(Br)c3)cc(C(=O)NC3CC3)c2c1	1%	3%	0%	2	3%
39	N#Cc1ccc(S(=O)(=O)NC2CC2)cc1	1%	3%	18%	-3	1%
40	Cc1ccc(C(=O)OCC(=O)NC(=O)NCc2ccccc2)cc1C	2%	3%	23%	2	-1%
41	CN(Cc1ccco1)C(=O)C(Cc1ccccc1)NS(=O)(=O)c1ccc2c(c1)CCC(=O)N2 (configuration not stated)	1%	10%	-6%	1	13%
42	CCOP(=O)(c1ccccc1)C(O)c1ccc(Br)cc1 (configuration not stated)	-1%	4%	-8%	-4	6%

No.	KCNH2 3.1 block	Mito fusion yeast	TCR act	KCNH2 WT inh	TRPV1 ag
33	-14	1%	2%	-2	?
34	-9	19%	1%	-4	0
35	1	-4%	0%	-1	4
36	0	5%	·	-10	2
37	13	3%	14%	-9	?
38	·	0%	-2%	-23	12
39	8	1%	0%	-17	3
40	23	0%	5%	-2	7
41	16	2%	-2%	0	1
42	17	4%	4%[46.1 µM]	9	4
